MBD2 inh – inhibitors of MBD2 binding to methylated DNA, primary screen, biochemical, TR-FRET, DNA-binding domain, human. inhibition, % at 4.4 µM. Methyl-CpG-binding domain protein 2 (Homo sapiens), Q9UBB5. 0.31% of 370,000 active. MBD2 binding to methylated oligonucleotide. AID 686964, 2013; in the data active = inhibition above about 13%
PLCb3 inh – human PLC-beta3 inhibitors, primary screen, biochemical, fluorescence; 0.18% of 370,000 active; inhibition, % at 12.2 µM; 1-phosphatidylinositol 4,5-bisphosphate phosphodiesterase beta-3 (Homo sapiens), Q01970; AID 720704, 2013; Purified PLC-beta3, fluorogenic substrate; in the data active = inhibition above about 11%;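 note: 0% = median of compound wells on plate and 100% = full blocker control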
DAX1 inh-1 – DAX1 (NR0B1) inhibitors on StAR promoter, primary screen, cell-based, luminescence, SF-1 (NR5A1), full-length DAX-1 | HEK293T StAR-luciferase reporter, SF-1/DAX-1 repression relief | inhibition, % at 6.8 µM | 1.1% of 370,000 active | AID 652010, 2013;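 active = inhibition above the mean over all tested compounds plus 3 SD, cut at about 3.6% in these data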;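 note: 0% = DAX-1 cells with DMSO and 100% = cells lacking DAX-1 with DMSO; higher inhibition means more luminescence from relief of DAX-1 repression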
hcDAF12 agonist – H. contortus DAF-12 nuclear receptor activators, primary screen, cell-based, luminescence, HEK293, lit1-tk-luc reporter. HEK293 hcDAF-12 lit1-tk-luc reporter; 0% DMSO, 100% Δ7-dafachronic acid. 1.4% of 370,000 active. AID 652067, 2013. activation, % at 6.8 µM;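 active = activation above the mean of all tested compounds plus 3 SD, cut at about 5.5% in these data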;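 note: 100% = response to 3 µM Δ7-dafachronic acid high control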
NR1D1 modulator – modulators of Rev-erb alpha DNA binding, primary screen, biochemical, FITC-DNA, fluorescence polarization, uHTS. Rev-erbα–FITC-DNA binding, 90 min. 0.79% of 370,000 active. Nuclear receptor subfamily 1 group D member 1 (Homo sapiens), P20393. AID 1259318, 2017. activity, % at 10 µM;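 active = activity above about 14%, limit read from the data; passing the limit was not always enough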;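 note: 0% = DMSO wells with 35 nM protein and 100% = DMSO wells with 750 nM protein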
SMARCA2 activ – SMARCA2 (BRM) function activators, primary screen, cell-based, luminescence, high throughput; activation, % at 9.1 µM; 1% of 370,000 active; AID 652017, 2013; MG213 cells, MMTV-luciferase reporter, dexamethasone, overnight; in the data active = activation above about 7.8%;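 note: 0% = vehicle wells and 100% = reference activator wells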
ADAM17 inh – ADAM17 inhibitors, primary screen, biochemical, QFRET. recombinant ADAM17, EDANS/DABCYL FRET peptide cleavage. inhibition, % at 6.95 µM. 0.83% of 370,000 active. AID 720648, 2013;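 active = inhibition above the mean of compounds lying between control limits plus 3 SD, set per campaign, cut at about 8.5% in these data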;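 note: 0% = DMSO-only wells as the low control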
ssDAF-12 act – S. stercoralis DAF-12 nuclear receptor activators, primary screen, cell-based, luminescence, HEK293, GRIP1 co-expression, lit1-tk-luc; Nuclear hormone receptor DAF-12 (Strongyloides stercoralis); HEK293 ssDAF-12/GRIP1 lit1-tk-luc reporter; % of 3 µM dafachronic acid response; activation, % at 6.8 µM; 1% of 370,000 active;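 active = activation above the mean over all tested compounds plus 3 SD, cut at about 0.9% in these data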;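 note: 0% = DMSO-only wells and 100% = 3 µM delta7-dafachronic acid wells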
DAX1 inh-2 – DAX1 (NR0B1) inhibitors, primary screen, cell-based, HEK293, Gal4-DAX1, luciferase luminescence; Nuclear receptor subfamily 0 group B member 1 (Homo sapiens), P51843; 0.99% of 340,000 active; AID 504766, 2011; HEK293 Gal4-DAX1 luciferase reporter; inhibition, % at 6.75 µM;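 active = inhibition above the mean over all tested compounds plus 3 SD, cut at about 4.2% in these data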;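 note: 0% = DAX1-transfected cells with DMSO and 100% = empty-vector control cells with DMSO; inhibition shows as a rise in luminescence from relieved DAX1 repression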
hgDAF-12 ag – H. glycines DAF-12 receptor agonists, primary screen, cell-based, luminescence, HEK293, GAL4 fusion, UAS-luciferase; Nuclear hormone receptor DAF-12 (Heterodera glycines), GAL4 fusion; activation, % at 6.8 µM; AID 687014, 2013; 1.8% of 370,000 active; HEK293 GAL4-hgDAF12 UAS-luciferase reporter, agonist luminescence; normalized to butyrate control;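 active = activation above a cutoff set at the mean of all screened compounds plus 3 SD, cut at about 10% in these data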;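 note: 0% = DMSO wells and 100% = sodium butyrate wells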
PLCg1 inh – PLC-gamma1 enzyme inhibitors, primary screen, biochemical, fluorescence, purified enzyme; 0.84% of 370,000 active; inhibition, % at 12.2 µM; AID 720700, 2013; 1-phosphatidylinositol 4,5-bisphosphate phosphodiesterase gamma-1 (Homo sapiens), P19174; fluorogenic substrate; in the data active = inhibition above about 9.5%
Target sequence (P19174 whole entry, looked up): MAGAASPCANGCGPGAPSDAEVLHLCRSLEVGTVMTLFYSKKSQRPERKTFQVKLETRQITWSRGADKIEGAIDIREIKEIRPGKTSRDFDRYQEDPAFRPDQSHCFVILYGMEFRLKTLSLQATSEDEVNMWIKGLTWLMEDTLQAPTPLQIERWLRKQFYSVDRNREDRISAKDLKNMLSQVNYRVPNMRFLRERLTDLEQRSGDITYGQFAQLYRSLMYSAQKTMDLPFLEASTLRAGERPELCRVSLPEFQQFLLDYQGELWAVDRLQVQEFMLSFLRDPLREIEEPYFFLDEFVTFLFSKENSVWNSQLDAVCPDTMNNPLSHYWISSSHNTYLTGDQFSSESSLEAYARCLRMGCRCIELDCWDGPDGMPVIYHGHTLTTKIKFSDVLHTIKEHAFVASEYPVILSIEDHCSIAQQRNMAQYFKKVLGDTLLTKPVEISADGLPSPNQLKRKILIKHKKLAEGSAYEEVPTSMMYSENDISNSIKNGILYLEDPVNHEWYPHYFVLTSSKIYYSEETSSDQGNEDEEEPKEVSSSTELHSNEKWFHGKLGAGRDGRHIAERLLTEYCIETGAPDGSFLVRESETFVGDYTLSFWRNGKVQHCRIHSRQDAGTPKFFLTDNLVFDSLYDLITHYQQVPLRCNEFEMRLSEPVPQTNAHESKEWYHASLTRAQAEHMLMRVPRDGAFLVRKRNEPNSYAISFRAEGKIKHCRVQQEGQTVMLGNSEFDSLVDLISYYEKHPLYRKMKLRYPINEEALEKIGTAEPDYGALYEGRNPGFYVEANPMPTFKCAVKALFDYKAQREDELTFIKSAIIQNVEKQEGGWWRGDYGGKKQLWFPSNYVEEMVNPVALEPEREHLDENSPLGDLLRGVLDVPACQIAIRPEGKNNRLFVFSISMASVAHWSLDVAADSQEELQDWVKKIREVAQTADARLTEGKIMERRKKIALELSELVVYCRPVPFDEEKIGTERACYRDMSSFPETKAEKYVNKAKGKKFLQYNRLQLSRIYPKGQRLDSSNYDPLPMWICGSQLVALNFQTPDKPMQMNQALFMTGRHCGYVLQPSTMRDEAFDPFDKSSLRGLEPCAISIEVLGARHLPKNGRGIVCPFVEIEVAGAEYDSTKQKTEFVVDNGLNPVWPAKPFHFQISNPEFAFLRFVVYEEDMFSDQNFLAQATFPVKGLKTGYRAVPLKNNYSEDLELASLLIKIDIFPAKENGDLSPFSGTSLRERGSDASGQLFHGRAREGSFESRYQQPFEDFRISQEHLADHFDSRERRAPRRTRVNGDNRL
An asterisk follows results filed as active; . = not tested or not shown. An unsorted share of the library; any-hit rate near 7.4%.

SMILES	MBD2 inh	PLCb3 inh	DAX1 inh-1	hcDAF12 agonist	NR1D1 modulator	SMARCA2 activ	ADAM17 inh	ssDAF-12 act	DAX1 inh-2	hgDAF-12 ag	PLCg1 inh
CCS(=O)(=O)Nc1ccc2c(c1)C(=O)N(C)[C@@H]1CC[C@H](CC(=O)N3CCCCC3)O[C@H]1CO2	3	3	-0.2	-2.0	4	-2	0	-1.0	.	3.9	6
COc1cccc(C(=O)COC(=O)c2cccs2)c1	2	-7	1.4	1.6	-1	9.1*	-1	-0.9	0.7	2.2	1
Cc1ccc(N(CC(=O)Nc2ccc(C)cc2C)S(=O)(=O)N2CCCC2)cc1	-8	4	-1.3	-0.8	6	3	0	-2.0	0.2	-0.8	1
Cc1ccc(CNC(=O)CCNC(=O)c2ccco2)cc1	-2	-1	1.1	0.6	-2	1	-2	-1.4	2.7	1.4	-2
CCN(CC)c1nc(C=Cc2ccc(N(C)C)cc2)c2nccnc2n1	1	-138	-6.8	-5.5	-5	-6	-17	-2.6	-0.4	-14	-111
COc1cc2cc(C(=O)N3CCc4ccccc4C3)[nH]c2cc1OC	3	-15	-0.1	-0.7	28*	3	-5	-1.1	-0.8	-1.2	-4
CC(C)C(O)(CC#CCN1CCCC1)c1ccccc1 (stereo not given)	-8	-5	-0.1	-0.3	6	0	1	0.4	1.5	-2.1	0
CN(C)C(CNC(=O)CSC(=S)N1CCCC1)c1ccccc1 (stereo not given)	1	0	0.7	0.7	0	0	-3	-1.5	0.8	2.5	2
CC(OC(=O)CNS(=O)(=O)c1ccc2ccccc2c1)C(=O)N(C)c1ccccc1 (stereo not given)	-3	-4	0.0	-3.0	-6	-1	4	-1.5	1.2	1.9	0
CC[C@]12c3[nH]c4ccccc4c3CCN1C(=O)C(CC(=O)NCc1ccco1)C[C@@H]2C(=O)N1CCN(C(=O)C2CC2)CC1 (stereo not given in full)	-2	2	-1.1	-0.5	-6	-2	-6	-1.4	1.2	3.4	2
CC1=CC(C)(C)n2c(O)c(N=N)c3c(C)c(C)cc1c32	2	-5	0.3	-1.3	3	-1	3	-0.9	-3.1	1.3	3
C=CCc1cccc(CNc2c(C)n(C)n(-c3ccccc3)c2=O)c1O	-2	0	-0.7	-0.5	0	0	4	-1.5	-0.3	2.0	-3
Cc1ccc(C(=O)NNC(=O)c2ccc3ccccc3c2)cc1	5	-2	2.5	2.1	6	2	-1	-0.3	-1.1	7.2	0
Oc1cccc2ccc(N3CCOCC3)nc12	-4	-27	0.2	-2.7	-5	0	-54	-0.8	-0.2	-0.5	-20
Cc1ccc(CS(=O)Cc2ccc(C(=O)N3CCN(c4ccccn4)CC3)o2)cc1 (stereo not given)	0	-12	-0.9	-3.4	-6	-2	3	-1.5	-0.5	-4.3	-2
COc1ccccc1Cc1c(-c2ccccc2)nc2ccc(Cl)cn12	10	-39	2.9	3.1	2	11*	-9	1.5*	.	6.1	-15
O=C(COC(=O)CNC(=O)c1ccc(Cl)cc1Cl)Nc1cccc(S(=O)(=O)N2CCCC2)c1	-1	-5	1.0	-1.2	0	-3	-1	-0.9	0.1	-1.2	-5
CCC1CCCCN1C(=O)c1cccc(S(=O)(=O)Nc2cc(C(F)(F)F)ccc2Cl)c1 (stereo not given)	1	2	-0.4	-2.8	0	4	3	-1.6	0.0	-0.4	1
O=C(NCC1CCCN(Cc2ccc3nonc3c2)C1)c1cccc(C(F)(F)F)c1 (stereo not given)	6	-1	0.4	0.7	-1	0	-1	-0.8	-0.2	-4.2	-1
CC1(c2ccc(OC(F)F)cc2)NC(=O)N(CC(=O)NCCC2=CCCCC2)C1=O (stereo not given)	-7	-3	-0.3	-0.2	-8	-3	4	-1.9	-0.2	0.1	6
Cc1ccc(S(=O)(=O)N(C)CCCC(=O)Nc2ccccn2)cc1	10	-6	0.0	0.2	8	-1	-6	-1.3	2.6	-1.2	1
COc1cc(NC(=S)NC(=O)c2ccccc2C)ccc1NC(=O)c1cccs1	-2	2	-1.0	-1.6	2	-3	1	-1.2	-0.7	3.6	0
Cn1cc(S(=O)(=O)N2CCN(c3ccccc3)CC2)c(=O)n(C)c1=O	3	1	0.4	1.7	5	-3	1	-1.1	0.6	0.3	0
CC12CCC(=O)N1C(C(=O)NNC(=O)c1cccc(Cl)c1)CS2 (stereo not given)	4	0	0.7	-1.2	2	-2	-3	-0.8	1.2	-0.8	9
CCOC(=O)c1ccc(NC(=S)N(Cc2cccnc2)Cc2ccco2)cc1	2	-7	-0.9	-1.7	-4	-1	-3	-1.9	-1.3	-2.6	0
O=C(NNc1cccc(Cl)n1)Nc1ccccc1Cl	1	0	0.2	-1.6	0	3	-3	0.3	0.8	-1.0	0
c1ccc(Cn2nnc3c(NCc4ccc5c(c4)OCO5)nc(C4CC4)nc32)cc1	-4	1	-0.6	-1.8	2	-2	-5	-1.0	1.5	-0.7	-1
O=C(Cc1ccccc1)NCC(=O)N1CCC1	-2	-5	0.3	2.0	5	-2	3	-1.5	2.6	-0.3	-12
COc1ccccc1CC(=O)N1CCN(c2ccccc2)CC1	2	-1	0.0	-2.5	-2	-3	-4	-0.1	2.6	-4.3	-1
CN(C)C(=O)c1cc(C(=O)c2ccccc2F)c[nH]1	-1	-1	0.8	-1.5	2	3	1	-1.1	-0.7	1.1	0
COc1ccc(Cl)cc1N1C(=O)C2CCCN2C1c1cccc(F)c1 (stereo not given)	1	2	-0.3	3.3	0	2	-3	-0.9	0.1	-0.1	1
O=S1(=O)CC(N2CCN(Cc3ccccc3F)CC2)CN1Cc1cn(Cc2ccc(C(F)(F)F)cc2)nn1 (stereo not given)	4	3	-5.3	-3.2	5	-6	6	-2.1	.	-7.7	7
CCCCNC(=S)NNC(=O)c1csc(CC)c1	1	14*	0.4	-0.5	4	-2	0	0.8	0.2	4.6	-2
CC(=O)Nc1cccc(NC(=O)/C=C/c2ccc(S(=O)(=O)N3CCOCC3)cc2)c1	-1	1	-0.5	0.7	-4	-1	-5	-1.2	-0.1	-0.1	2
Clc1cccc(CSc2ncnc3c2ncn3C2CCCCO2)c1 (stereo not given)	-1	1	1.6	-1.4	13	0	1	-0.8	-1.0	5.3	0
COc1ccc(-n2c(Cc3cccn3C)nnc2SCC(=O)Nc2nccs2)cc1	-4	-7	-0.7	-0.9	1	-1	-2	-0.7	-1.4	-2.8	-4
CC1(C(=O)NS(=O)(=O)c2ccccc2)CCN1C(=O)CCc1ccc(Cl)cc1Cl (stereo not given)	-4	-3	-1.0	-1.8	-10	-3	-5	-0.7	.	-0.2	-3
O=S(=O)(CCN1CCN(c2ccccc2O)CC1)c1ccc(Cl)cc1	-1	0	-2.5	-1.8	-2	3	-2	-1.5	1.3	-0.4	1
C=CCNCc1cccn1-c1ccccc1	2	-4	0.9	-1.0	5	0	-6	-0.6	-0.6	-0.5	-1
O=S(=O)(c1ccccc1Br)N(Cc1ccccc1)CC(O)COCc1ccccc1 (stereo not given)	-2	0	-0.9	-2.0	3	-3	4	-1.4	-0.6	-0.8	0
CCOc1ccc(NC(=O)CN2CC(c3ccccc3)CC2=O)cc1 (stereo not given)	-3	2	-0.8	-2.5	0	-1	0	-1.1	1.7	-3.0	-2
Cc1ccc(N(Cc2cc3ccc(C)cc3[nH]c2=O)S(C)(=O)=O)c(C)c1	0	-20	0.3	1.5	1	-3	-7	-1.5	1.0	-2.0	-7
c1c2c(cc3sc(N4CCOCC4)nc13)OCCO2	-1	1	1.0	0.6	5	-3	-1	-0.8	-4.0	4.2	3
O=C(CCCn1c(=S)[nH]c2ccc(Br)cc2c1=O)NCC1CCCO1 (stereo not given)	3	-1	-0.7	-1.0	-3	1	0	-0.9	-1.4	-1.5	2
CC(=O)C1=C(O)C(=O)N(CCCn2ccnc2)C1c1ccc(C)cc1 (stereo not given)	1	-10	-0.2	-1.0	4	-3	-10	-1.7	0.2	-2.6	-6
CCc1nnc(NC(=O)CN2CCN(Cc3ccc(C)cc3)CC2)s1	1	-6	-0.3	-0.7	0	1	-1	-1.5	-1.2	-1.2	0
Cc1ccc(Nc2cc(C)nc3ccccc23)c(C)c1	4	-4	-1.0	-3.4	3	-4	0	-2.0	-2.3	-3.1	2
Cc1ccccc1NC(=O)C1CCCN1S(=O)(=O)c1cccnc1 (stereo not given)	2	0	0.6	1.4	0	3	-1	-2.2	.	2.8	2
O=C(c1ccco1)N1CCCN(Cc2nc(Cc3ccccc3)no2)CC1	2	-9	0.3	-1.2	2	-1	-2	-1.6	1.8	-0.9	-1
N/C(=N\OC(=O)CC1CCCCC1)c1cccc([N+](=O)[O-])c1	2	1	-0.2	2.2	-1	0	0	-0.2	0.4	1.3	0
CCCC(c1nnnn1Cc1ccco1)N1CCN(c2cc(Cl)ccc2C)CC1 (stereo not given)	1	2	-1.6	-2.1	12	-1	3	-1.8	-0.8	1.8	0
COc1ccc(S(=O)(=O)N2CCN(C(=O)CSC(=S)N3CCCC3)CC2)cc1	-1	-2	-1.6	-1.5	1	-2	1	-1.0	-0.1	-1.9	4
CCCc1cc(=O)[nH]c(SCC(=O)N2CCCCCC2)n1	4	-7	2.0	-1.2	1	-5	-6	-1.3	-0.7	-1.5	-1
CN1N=C(C(=O)N2CCCC(N3CCN(c4ccc(F)cc4)CC3)C2)CCC1=O (stereo not given)	4	-5	-1.1	-0.8	5	-2	-6	-0.9	0.1	0.3	-2

Reprinted from the entries so far, 3 compounds:
SMILES	MBD2 inh	PLCb3 inh	DAX1 inh-1	hcDAF12 agonist	NR1D1 modulator	SMARCA2 activ	ADAM17 inh	ssDAF-12 act	DAX1 inh-2	hgDAF-12 ag	PLCg1 inh
CCCC(c1nnnn1Cc1ccco1)N1CCN(c2cc(Cl)ccc2C)CC1 (stereo not given)	1	2	-1.6	-2.1	12	-1	3	-1.8	-0.8	1.8	0
COc1ccc(S(=O)(=O)N2CCN(C(=O)CSC(=S)N3CCCC3)CC2)cc1	-1	-2	-1.6	-1.5	1	-2	1	-1.0	-0.1	-1.9	4
CCCc1cc(=O)[nH]c(SCC(=O)N2CCCCCC2)n1	4	-7	2.0	-1.2	1	-5	-6	-1.3	-0.7	-1.5	-1

Assay outcomes from PubChem BioAssay.
